# D3 antag: D3 dopamine receptor (human) antagonism; D3R cells, DiscoveRx beta-arrestin luminescence, antagonist mode; hits give low values; max response, negative = inhibition, %; 360,000 tested, 2.5% active; AID 652054; in the data active = max response below about -50%; inconclusive = no clear call, values can overlap the other calls; note: % is set by controls: 0 for no effect and ±100 for the full control effect; mostly tested at two doses, the higher about 12 µM
# Target sequence (P35462 whole entry, looked up): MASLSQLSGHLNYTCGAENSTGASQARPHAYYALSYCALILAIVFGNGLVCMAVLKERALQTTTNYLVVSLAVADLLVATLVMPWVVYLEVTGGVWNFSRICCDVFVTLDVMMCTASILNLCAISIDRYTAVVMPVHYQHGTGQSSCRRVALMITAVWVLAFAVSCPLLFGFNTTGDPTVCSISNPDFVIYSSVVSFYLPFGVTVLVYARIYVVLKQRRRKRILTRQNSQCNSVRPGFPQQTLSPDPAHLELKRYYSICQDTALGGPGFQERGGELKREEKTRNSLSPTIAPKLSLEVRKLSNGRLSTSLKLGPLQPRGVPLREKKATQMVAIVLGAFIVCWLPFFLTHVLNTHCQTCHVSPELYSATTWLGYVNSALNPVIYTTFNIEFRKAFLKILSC
#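 Cells expressing the human receptor were seeded at 1500 cells/well, incubated overnight at 37 degrees C in 5% CO2, then exposed to library compounds with dopamine controls for 90 minutes at 37 degrees C before luminescent detection.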
# EPAC2 antagonist: blocks human EPAC2 exchange factor | Q8WZA2 | EPAC2 GEF exchange of Rap1B-BODIPY-GDP, fluorescence | Potency, µM (highest dose often 114 µM), for inactives: at the highest dose activity, negative = inhibition, hits mostly inhibitors | 360,000 tested, 0.18% active | AID 720708; note: potency is the fitted concentration of half-maximal effect; % is set by controls: 0 for no effect and ±100 for the full control effect; nearly all actives have a fitted effect of over 45% in size; many of its hits are not listed in these tables
# CCT modulator: modulators of cytosolic chaperonin (CCT/TRiC) activity; activity change, % (concentration not given with the values), hits read low; purified chaperonin ATPase assay, HTRF ADP detection, 30 min; AID 651819; 360,000 tested, 0.3% active; in the data active = activity change below about -30%; note: % is set by controls: 0 for no effect and ±100 for the full control effect
#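 First, chaperonin was dispensed at 40 nM or 20 nM final depending on batch activity. Next, compounds were pinned at 76 uM and ATP added at 10 uM. After 30 min at 37 °C, ADP detection reagents ran 30 min at ambient temperature.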
# Akt phos inh: blocks phosphorylation of Akt; Neuro2A IGF-stimulated pAkt S473 HTRF, 20 min; hits give low values; activity change, % for hits at 50 µM; 360,000 tested, 0.32% active; in the data active = activity change below about -80%; inconclusive = mostly about -51% to -80%; note: % is set by controls: 0 for no effect and ±100 for the full control effect
#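 Neuro2A cells in DMEM with 0.5% FBS, overnight at 37 deg C, given compound at single 50 µM final, then IGF (6 nM final) for 20 min at 37 deg C. Lysed; phospho-Akt Ser473 by HTRF after 24 h, 665/615 ratio.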
# PTHR1 agonist: activates the human parathyroid hormone receptor PTHR1; Q03431; HEK293 GP2 PTHR1 cells, GloSensor cAMP luminescence, 1 h; Potency, µM (top dose mostly 115 µM), inactives show at the highest dose activation, most hits filed as activators; 410,000 tested, 0.075% active; AID 743266; note: potency is the fitted concentration of half-maximal effect; nearly all actives have a fitted effect of over 55% in size; some results filed as inactive show a strong effect at the top dose; inactives centre near -15; many of its hits are not listed in these tables
# Target sequence (Q03431 whole entry, looked up): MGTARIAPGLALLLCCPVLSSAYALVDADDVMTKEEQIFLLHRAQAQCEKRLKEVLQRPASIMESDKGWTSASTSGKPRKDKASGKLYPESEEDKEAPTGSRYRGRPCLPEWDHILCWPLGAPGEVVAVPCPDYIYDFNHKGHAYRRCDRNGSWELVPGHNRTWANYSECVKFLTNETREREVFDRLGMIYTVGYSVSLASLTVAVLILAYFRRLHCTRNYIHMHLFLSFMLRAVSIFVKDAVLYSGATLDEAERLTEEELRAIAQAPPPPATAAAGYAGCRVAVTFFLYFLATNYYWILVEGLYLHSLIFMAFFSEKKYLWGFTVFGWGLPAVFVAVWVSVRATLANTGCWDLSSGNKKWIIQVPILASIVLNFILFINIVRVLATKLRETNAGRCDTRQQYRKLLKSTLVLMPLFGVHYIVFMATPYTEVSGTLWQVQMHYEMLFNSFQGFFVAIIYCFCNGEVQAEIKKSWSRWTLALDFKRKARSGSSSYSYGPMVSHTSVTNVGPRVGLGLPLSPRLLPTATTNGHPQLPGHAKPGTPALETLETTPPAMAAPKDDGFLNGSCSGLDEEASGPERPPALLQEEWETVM
#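 HEK-293-derived GP2 cells expressing PTHR1 and a GloSensor cAMP reporter, 3,000/well, plated overnight, given luciferin plus IBMX (each 0.5 mM as added) for 1 h at 37 °C, then compound for 1 h at 37 °C. Luminescence was read after 15 min at room temperature.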
# DRD3 agonist: D3 dopamine receptor (human) agonism | P35462 | D3R DiscoveRx beta-arrestin cells, luminescence, 90 min | max activation, % | 410,000 tested, 0.58% active; in the data active = max activation above about 30%; note: 0% is about no effect; mostly tested at two doses, the higher about 12 µM
#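 Agonist-mode cell screen: cells plated at 1500/well and incubated overnight at 37 °C, then exposed to library compounds for 90 min at 37 °C. Detection reagent was added for 30–60 min at room temperature, and luminescence was read.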
# MmCpn inh: inhibitors of Methanococcus maripaludis chaperonin (MmCpn) | purified Mm-Cpn ATPase, ADP Transcreener TR-FRET | Potency, µM (highest dose often 76.9 µM), inactives show at the highest dose activity, negative = inhibition, hits mostly inhibitors | 330,000 tested, 0.031% active; note: potency is the fitted concentration of half-maximal effect; % is set by controls: 0 for no effect and ±100 for the full control effect; nearly all actives have a fitted effect of over 80% in size
#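 Quantitative HTS used 25 nM Mm-CPN and 10 uM ATP in magnesium/KCl Tris buffer, pH 7.4, with 1 mM DTT. Hydrolysis ran 30 min at 37°C; ADP was read by HTRF.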
# EPAC2 ag: EPAC2 (human) agonism; AID 720711; EPAC2 activation, biochemical qHTS; response scale: 100% = 6.5 mM cAMP response; Potency, µM (doses to about 154 µM), for inactives: top-dose activation, usual class: activators; Q8WZA2; 360,000 tested, 0.079% active; note: potency is the fitted concentration of half-maximal effect; nearly all actives have a fitted effect of over 50% in size
#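 Setup: EPAC2 100 nM, labeled Rap1B complex 250 nM, free GDP 50 uM. Compound titrations pinned in, brief spin, 5 min room temperature incubation. Kinetic fluorescence read over 30 min, normalized to 6.5 mM cAMP.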
# Active calls of the source: *; i = inactive; ? = inconclusive; nt = not tested or not shown; & = joins results of further samples; [ ] = dose if it differs, or a comment. Unless noted, calls come from the whole dose curve; as a rule, active = well fitted curve in the direction sought with a large enough effect; inconclusive = small, poorly fitted or top-dose-only effect, or another doubt; inactive = no such curve, though single readings can be large; an effect the other way counts as inactive or inconclusive. These rows are one share of the data; count on the stated rates, not on these rows.
# Order of results – D3 antag	EPAC2 antagonist	CCT modulator	Akt phos inh	PTHR1 agonist	DRD3 agonist	MmCpn inh	EPAC2 ag
Cc1ccccc1S(=O)(=O)N1C[C@H]2CON(C)[C@H]2C[C@H]1c1cccc(Br)c1
  -2.7	7.4%	-0.1	i	-0.1%	-15.8	nt	7.8%
CCOC(=O)N1CCN(c2c(NCCN3CCN(Cc4ccccc4)CC3)c(=O)c2=O)CC1
  -7.0	-2.8%	-0.6	i	i	-0.8	-9.3%	6.4%
O=C(NCc1ccccc1)C1=C[C@H](c2ccc(C(F)(F)F)cc2)C[C@H](OCCCCO)O1
  -16.1	2.8%	0.5	i	-15.3%	-4.5	nt	-1.9%
CCCCCn1c(N)c(C#N)c2nc3ccccc3nc21
  8.4	1.8%	-1.0	i	-3.1%[57.5 µM]	7.2	-2.6%	-0.3%
CCN(CC)c1ccc(C=C2C(=O)OC(C)(C(C)(C)C)OC2=O)cc1 (configuration not stated)
  4.0	-0.6%	0.8	i	-8.5%	-1.1	0.3%	3.6%
O=C(Nc1ccc2c(c1)OCCO2)C(C1CC1)N1CCC(Cc2ccccc2)CC1 (configuration not stated)
  -73.1*	-17.7%	-1.5	i	-17.0%	-13.7	nt	8.0%
O=C(O)c1ccccc1-n1cnnn1
  -0.1	4.4%	-2.3	i	?	1.3	1.2%	3.0%
COCc1cccc(-c2csc(C(C)(NC(C)=O)c3ccc(OC)cc3)n2)c1 (configuration not stated)
  0.0	7.1%	-1.2	i	-12.8%	-6.7	nt	12.9%
CCOC(=O)c1cnc2ccc(C)cc2c1NCCN1CCOCC1
  8.1	6.5%	1.2	i	-6.7%	3.2	2.8%	2.9%
Cc1ccc(C)c(NC(=S)N(C)C)c1
  -4.6	4.1%	-1.8	i	-3.8%	-2.8	2.1%	7.0%
O=C(CCCCCN1C(=O)c2ccccc2C1=O)NCc1ccco1
  8.2	8.6%	-0.1	i	-22.6%[57.5 µM]	-2.3	1.1%	-4.5%
O=C(COC(=O)c1cc[n+]([O-])cc1)Nc1ccc(Cl)cc1C(F)(F)F
  9.7	14.2%	-0.5	i	i	2.4	-0.5%	8.1%
O=C1N=C(N2CCCC2)S/C1=C\C=C\c1ccccc1
  30.5	6.0%	0.7	i	-40.6%[inhibitor]	-12.4	-2.6%	2.4%
CCc1ccc(CN2CCC(C(=O)Nc3cccc(-c4nnc(C)s4)c3)CC2)o1
  -9.5	-4.8%	-3.3	i	4.5%	-24.7	-1.6%	19.7%
Cc1ccc(NC(=O)CCC(=O)NNC(=O)Cc2ccccc2)cc1C
  -18.4	13.2%	-1.4	i	-14.1%[57.5 µM]	-7.9	-1.4%	3.7%
CCN(CC)CCCn1c2c(c(SCC(=O)Nc3ccc4c(c3)OCO4)nc1=O)CCC2
  -0.9	12.7%	-5.9	i	-19.9%	-6.0	2.6%	0.3%
O=C(NCc1ccc(F)cc1)C1CC(=O)N(CCc2ccccc2)C1 (configuration not stated)
  -22.6	-2.2%	-0.6	i	-15.5%[57.5 µM]	1.5	-13.5%	10.5%
CS(=O)(=O)Nc1cccc(NC(=O)c2cccc3c(-c4cccc(C(N)=O)c4)coc23)c1
  28.4	16.4%	2.2	i	i	4.3	nt	4.4%
CCOC(=O)N1CCN(S(=O)(=O)N2CCCC(C(=O)NCc3cccc(OC)c3)C2)CC1 (configuration not stated)
  21.1	-2.0%	0.6	i	-16.5%	-3.4&9.1	0.9%	-0.8%
COc1cc2ccccc2cc1C(=O)N1CC(C)OC(C)C1 (configuration not stated)
  -6.7	14.5%	0.5	i	-28.0%	-3.3	nt	-3.2%
O=C(CCS(=O)(=O)c1ccc(Br)cc1)N1CCN(c2ccc(Cl)cc2)CC1
  12.6	-4.6%	0.4	i	-7.6%[57.5 µM]	8.6	2.2%	6.1%
O=C(NCC1CCCO1)C(c1cccs1)N(C(=O)Cn1nnc(-c2cccs2)n1)C1CCCC1 (configuration not stated)
  -10.0	-1.8%	-1.5	i	i	0.5	0.7%	9.8%
COc1ccc(C(=O)NC2CCN(CC(=O)Nc3cccc(OC)c3)CC2)cc1
  -11.2	4.6%	-1.8	i	4.1%	0.4	1.7%	9.4%
CN1C(=O)[C@H]2[C@@H](c3ccc(C(F)(F)F)cc3)N[C@]3(CCCN(Cc4ccco4)C3=O)[C@H]2C1=O
  24.9	-5.1%	-0.6	i	-46.5%[inhibitor]	3.1	nt	-1.5%
COc1ccccc1OC(C)C(=O)Nc1ccccc1C(=O)NCc1cccnc1 (configuration not stated)
  -0.9	2.7%	-1.6	i	i	-7.8	-2.6%	12.6%
N=C1/C(=C/c2coc3ccccc3c2=O)C(=O)N=C2SC(c3ccco3)=NN12
  -12.2	84.4%[activator]	-13.3	i	-25.9%	1.7	-0.6%	100µM*
Cc1nn(-c2ncc(C(F)(F)F)cc2Cl)c(=O)n1-c1ccccc1
  15.2	1.7%	-1.6	i	-2.0%[57.5 µM]	1.8	0.1%	8.6%
CC(NC(=O)CN1CCCC1)C12CC3CC(CC(C3)C1)C2 (configuration not stated)
  -25.3	-5.6%	-1.9	i	-9.9%	-47.2	1.7%	13.6%
CC(=O)c1sc(NC(=O)C2CCN(C(=O)c3ccc(F)cc3)CC2)nc1-c1ccccc1
  20.5	-5.8%	1.8	i	-8.5%	16.4	?	3.1%
Cc1ccc(-c2nc3c(C)cc(Br)cn3c2Cc2ccsc2)cc1
  3.1	-3.2%	0.0	i	-10.7%	-1.7	nt	3.3%
C/C(=N\Nc1cccc2cccnc12)c1ccc[nH]1
  -6.8	-27.2%	2.5	i	-16.5%	-7.9	-9.4%	-9.5%
O=[N+]([O-])c1cccc(CSc2ncnc3ccccc23)c1
  -16.0	6.2%	1.0	i	i	-0.5	-28.0%	10.0%
CCOC(=O)c1c(C)c(C(=O)NCCc2ccccc2)c(C)n1C
  -4.3	-1.7%[57.1 µM]	-3.5	i	i	-6.2	0.5%	14.2%
CCC(CC)C(=O)Nc1ccccc1-n1cccc1
  -27.7	9.8%	-1.5	i	-6.2%[57.5 µM]	-3.8	-1.3%	-1.3%
CCN1C(=NCC2CC2)N[C@@H](c2ccccc2)C(C(=O)OC)=C1C
  -22.2	12.6%	-1.1	i	-12.9%	-20.3	-1.0%&-4.5%	3.6%
CCc1ccc(S(=O)(=O)NC(=S)NC2CCCCC2)cc1
  -67.3*	-9.9%	-3.0	i	-19.4%	-4.6	-0.4%	7.6%
CCCCN1C[C@H](c2ccc(OC)cc2)[C@@H](CC(=O)Nc2ccc(Br)cc2)C1=O
  13.1	2.5%	0.7	i	-29.7%	1.7	nt	2.3%
O=C(Nc1cccnc1)c1ccc(NS(=O)(=O)c2cccc([N+](=O)[O-])c2)cc1
  3.8	3.8%	-2.0	i	i	0.3	-1.0%	9.1%
O=C(CSc1nnc(C2CC2)n1CC1CCCO1)Nc1ccc(Cl)cc1 (configuration not stated)
  7.5	-5.4%	-1.0	i	i	8.6	2.8%	2.2%
CCC(=O)Nc1nc(C)nc(C)c1C(C)=O
  2.1	4.8%	-1.3	i	i	7.0	-5.8%	-6.2%
COc1cccc(C(=O)NC(=S)N2c3ccccc3CC2C)c1OC (configuration not stated)
  0.9	-12.3%	-1.8	i	-2.7%	-7.4	0.1%	23.2%
COc1ccccc1NC(=O)Cn1c([N+](=O)[O-])cnc1C
  4.5	1.9%	0.0	i	-21.9%	-3.3	1.2%	3.2%
CCc1ccc(C(=O)NC(=S)Nc2ccc3c(c2)OCCO3)cc1
  6.7	-5.6%	-1.5	i	-38.3%[inhibitor]	8.7	1.7%	-5.9%
CCOC(=O)c1c(C)oc2cc(Br)c(O)c(Br)c12
  12.0	?	-0.9	i	-23.7%	1.3	0.9%	11.1%
O=C(NNC(=O)C1CC(c2cccs2)=NO1)Nc1ccccc1 (configuration not stated)
  -6.3	-3.6%	-0.3	i	i	3.3	-9.8%	4.9%
Cc1ccc(C(=O)NCCN2CCC(n3c(=O)[nH]c4ccccc43)CC2)cc1
  -106.4*	1.2%	-2.1	i	-20.1%	-14.6	nt	6.0%
Cc1ccc(C(=O)NNC(=S)NC(=O)c2ccco2)cc1
  2.0	-4.7%	0.8	i	-5.5%	13.2	-2.4%	-6.1%
C=CCn1c(COc2ccccc2)nnc1SCC(=O)N/N=C/c1ccc(C)cc1
  21.9	-7.9%	-0.7	i	i	-2.5	1.8%	4.8%
C/C(=N\Nc1ccc([N+](=O)[O-])cc1)c1ccc(C#N)cc1
  -9.6	1.1%	0.1	i	i	3.0	0.1%	7.5%
Cc1cccc(N2C(=N)SCC2=O)c1C
  -1.7	8.3%	0.1	i	i	1.0	-1.0%	6.3%

# Following part
# Order of results – D3 antag	EPAC2 antagonist	CCT modulator	Akt phos inh	PTHR1 agonist	DRD3 agonist	MmCpn inh	EPAC2 ag
COc1ccc(-c2nc(-c3ccccc3)c(-c3cc([N+](=O)[O-])ccc3C)[nH]2)cc1OC
  -8.5	-4.4%	0.0	i	i	-5.1	-0.1%	-2.0%
Cc1ccc(Nc2ncc(C(=O)NCCCN3CCN(C)CC3)c3ccccc23)cc1Cl
  0.0	-1.8%	0.3	i	-18.7%	-16.9	1.7%	7.3%
O=C(NN=Cc1cccc(O)c1O)c1ccccc1
  0.0	7.4%	-2.7	i	-43.1%	15.8	nt	-1.3%
C/C(=N\OC(=O)Nc1ccccc1)c1cnn(-c2cc(C(F)(F)F)cc(C)n2)c1C
  5.9	4.2%	-1.2	i	i	2.6	0.2%	-9.0%
CCC(C(=O)OCC(=O)Nc1ccc2[nH]c(=O)[nH]c2c1)c1ccccc1 (configuration not stated)
  -13.2	-0.5%	-3.5	i	i	-15.5	-5.2%	5.1%
Oc1ccc(C[C@@H]2CNC(=S)N2CCCCC2CCCCC2)cc1
  7.1	-21.7%	1.4	i	-8.9%	10.2	nt	1.4%
CC(C)COC(=O)N(C)C[C@@H]1OCc2cnnn2CCCC(=O)N([C@H](C)CO)C[C@@H]1C
  -1.3	5.6%	-0.8	i	-19.8%	0.1	nt	8.2%

# Compound activity as filed in PubChem BioAssay.
